# Screening results deposited in PubChem by several laboratories.
# JMJD2C inh = inhibitors of GASC-1 histone demethylase, primary screen, biochemical, fluorescence, DELFIA europium. inhibition, % at 2.35 µM. actives 0.069% (n = 330,000). AID 2099, 2009. Lysine-specific demethylase 4C (Homo sapiens), Q9H3R0. GST-JMJD2C(1-420) H3K9me3 demethylation;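 active means more than half of a compound's replicate wells show inhibition beyond 50%, single wells judged on their own value; inconclusive means some, but no more than half, of replicates pass 50% inhibition; inactive means no replicate passes 50% inhibition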;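 further: signal counts dimethyl H3K9 product captured on neutravidin plate; 0% = median of DMSO wells and 100% = 0.3 times that DMSO median; strong numbers were not always called active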
# Target sequence (Q9H3R0 1-420 limits assumed): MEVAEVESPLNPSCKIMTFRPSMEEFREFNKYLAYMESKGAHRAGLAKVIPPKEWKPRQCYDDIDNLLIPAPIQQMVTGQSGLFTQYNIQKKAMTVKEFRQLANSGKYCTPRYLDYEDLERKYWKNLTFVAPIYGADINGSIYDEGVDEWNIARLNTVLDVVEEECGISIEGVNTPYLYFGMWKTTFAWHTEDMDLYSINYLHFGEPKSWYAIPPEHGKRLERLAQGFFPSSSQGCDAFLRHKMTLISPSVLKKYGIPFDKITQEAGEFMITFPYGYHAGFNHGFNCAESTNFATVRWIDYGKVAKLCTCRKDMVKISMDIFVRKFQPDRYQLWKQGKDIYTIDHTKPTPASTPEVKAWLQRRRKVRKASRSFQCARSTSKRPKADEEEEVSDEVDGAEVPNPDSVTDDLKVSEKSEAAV
# procasp3 activ = activators of human procaspase-3 D3A mutant, primary screen, biochemical, absorbance, PC-3 D3A mutant, single concentration. AID 463141, 2010. recombinant procaspase-3 D3A, Ac-DEVD-pNA absorbance 405 nm. actives 0.11% (n = 330,000). activation, % at 8.5 µM. Caspase-3 (Homo sapiens), P42574;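 active means activation above the mean of all tested compounds plus 3 SD, cut at about 21% in these data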;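 further: 0% = DMSO alone and 100% = DMSO wells spiked with extra 5 µM PC-3 D3A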
# Target sequence (P42574 whole entry D9A/D28A/D175A): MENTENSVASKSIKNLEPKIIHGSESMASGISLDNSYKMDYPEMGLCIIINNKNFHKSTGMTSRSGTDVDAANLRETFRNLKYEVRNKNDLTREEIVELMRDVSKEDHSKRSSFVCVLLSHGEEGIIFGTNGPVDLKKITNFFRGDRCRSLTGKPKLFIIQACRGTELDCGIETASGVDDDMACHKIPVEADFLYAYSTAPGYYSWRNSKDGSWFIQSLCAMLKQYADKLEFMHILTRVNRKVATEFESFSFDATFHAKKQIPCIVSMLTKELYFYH
#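 Evaluation: percent activation relative to control range; Material: Procaspase-3 D3A mutant, all three cleavage aspartates alanine; Compound: single dose, 8.5 µM nominal compound, 0.8% DMSO; Replication: one well per compound; Signal: absorbance at 405 nm, 0 and 120 min; Schedule: 1 h preincubation plus 2 h reaction at 25 °C.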
# LAP4 TOR yeast = modulators of LAP4-GFP expression in yeast, primary screen, S. cerevisiae, multiplex flow cytometry, MLPCN library. actives 0.34% (n = 320,000). GFP response vs DMSO, % at 10 µM. 3 h; median GFP as percent of DMSO wells;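 active means GFP response vs DMSO above a set limit, about the screen mean plus 3 SD, cut at about 150% in these data; inconclusive means under 70 cell events counted for the yeast strain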
# AHR activator = AHR activators, primary screen, cell-based, luminescence, luciferase reporter, human | activation, % at 5 µM | AID 2796, 2010 | actives 2.5% (n = 320,000) | AHR-responsive luciferase reporter cells | Aryl hydrocarbon receptor (Homo sapiens), P35869; in the data active means activation above about 47%;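 further: 0% = vehicle wells and 100% = reference agonist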
# procasp7 counter = procaspase-7 activators, primary screen, counter-screen for procaspase-3 activator project, biochemical, absorbance, HTS, human; Caspase-7 (Homo sapiens), P55210; recombinant procaspase-7, Ac-DEVD-pNA absorbance 405 nm; D23A/D198A/D206A triple mutant, cannot self-cleave; scale: DMSO 0, 5 µM enzyme 100; activation, % at 8.5 µM; actives 0.093% (n = 330,000);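 active means percent activation above the screen-wide mean plus 3 SD, cut at about 25% in these data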
# Target sequence (P55210 whole entry D23A/D198A/D206A): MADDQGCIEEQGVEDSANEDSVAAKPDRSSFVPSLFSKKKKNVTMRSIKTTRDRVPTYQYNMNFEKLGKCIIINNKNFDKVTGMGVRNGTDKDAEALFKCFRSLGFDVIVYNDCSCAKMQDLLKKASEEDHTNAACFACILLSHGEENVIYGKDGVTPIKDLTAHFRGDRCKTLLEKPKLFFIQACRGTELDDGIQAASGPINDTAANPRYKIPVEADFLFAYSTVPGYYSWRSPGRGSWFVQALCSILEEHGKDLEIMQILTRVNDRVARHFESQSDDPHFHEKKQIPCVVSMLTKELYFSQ
#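 Assay system: Uncleavable procaspase-7 mutant enzyme / Input: 2 µM procaspase-7 mutant as dispensed / Dosing: single nominal 8.5 µM compound dose, 0.8% DMSO final / Timing: 1 h enzyme–compound preincubation and 2 h substrate reaction, both 25 °C / Detection: p-Nitroaniline absorbance at 405 nm, read at 0 and 120 min / Replication: singlicate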
# CR mimetic SO = reduction of superoxide in aged yeast, primary screen, HTS; AID 2690, 2010; superoxide response (% of plate mean), % at 10 µM; S. cerevisiae aged cells, superoxide DHE fluorescence; hits give low values; actives 0.18% (n = 330,000);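 active means superoxide response under a set limit, about three screen SD below normal, cut at about 65% in these data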;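 further: yeast aged for seven days with compound at 30 °C before DHE staining; 100% = average MFI of all compound-treated wells on the plate with controls excluded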
# RPL19A-GFP yeast = RPL19A-GFP expression modulators in yeast, primary screen, cell-based, S. cerevisiae, multiplex flow cytometry, MLPCN | S. cerevisiae RPL19A-GFP strain, 3 h; hits give low values | percent response vs DMSO, % at 10 µM | actives 0.3% (n = 330,000);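 active means percent response vs DMSO below 50%; inconclusive means fewer than 70 events counted for the yeast strain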;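 further: median channel GFP fluorescence of the barcoded RPL19A-GFP strain; ratio of sample median GFP to plate DMSO average so 100% = DMSO; lower means less RPL19A-GFP as with rapamycin TOR inhibition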
# MEP2 TOR yeast = modulators of MEP2-GFP levels in yeast, primary screen, S. cerevisiae, multiplex flow cytometry, MLPCN library | AID 2016, 2009 | GFP response vs DMSO, % at 10 µM | actives 0.51% (n = 330,000) | S. cerevisiae MEP2-GFP strain, 3 h; 100% = DMSO control level;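 active means GFP response versus DMSO above a set limit, roughly screen mean plus 3 SD, cut at about 180% in these data; inconclusive means fewer than 70 cells counted for a yeast strain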;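 further: median GFP fluorescence of the barcode-gated MEP2-GFP cells per well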
# The depositor's hits bear a star; ? = inconclusive; · = not tested or not shown; & = joins results of further samples; [ ] = remark or other dose. Not a hit list, and some 3.8% of all compounds hit somewhere here.
SMILES,JMJD2C inh,procasp3 activ,LAP4 TOR yeast,AHR activator,procasp7 counter,CR mimetic SO,RPL19A-GFP yeast,MEP2 TOR yeast
CC(=O)c1ccc(NC(=O)c2noc3c2CCC3)cc1,-2,2,103,0,14,91,100,109
C=CCn1c(C)cc(C(=O)CSc2nnc(-c3cccc(S(=O)(=O)N(CC)CC)c3)o2)c1C,49,4,99,-2,2,110,102,96
COc1ccc(NC(=O)c2cc(OC)c(OC)c(OC)c2Br)cc1OC,-1,-5,95,1,-7,95,106,81
COc1ccccc1NS(=O)(=O)c1ccc(O)c(C(N)=O)c1,-6,6,99,5,14,115,98,103
CC(=O)c1ccc(OC(=O)/C=C/c2ccccc2)cc1,2,10,93,4,6,97,99,86
Cc1ccc(S(=O)(=O)N(C)c2ccc(C(=O)Nc3ccccn3)cc2)cc1,7,2,116,5,3,117,95,96
CC(=O)c1cc(NC(=O)c2ccccc2)c(=O)oc1/C=C/N(C)C,-8,-6,107,60*,-6,94,98,105
CCOC(=O)CCP(=O)(O)C(C)(O)c1ccccc1 (centres undefined),1,8,?,-1,1,86,?,?
COCCn1cc(C(=O)NCc2cccs2)c2c3ccccc3n(C)c2c1=O,-3,3,93,10,2,108,96,94
Cc1nnc(N(C)C(=O)c2cccnc2)s1,-14,-4,100,5,-2,105,100,104

# Arranged by length of the SMILES (falling): part of the list above
SMILES,JMJD2C inh,procasp3 activ,LAP4 TOR yeast,AHR activator,procasp7 counter,CR mimetic SO,RPL19A-GFP yeast,MEP2 TOR yeast
C=CCn1c(C)cc(C(=O)CSc2nnc(-c3cccc(S(=O)(=O)N(CC)CC)c3)o2)c1C,49,4,99,-2,2,110,102,96
COc1ccc(NC(=O)c2cc(OC)c(OC)c(OC)c2Br)cc1OC,-1,-5,95,1,-7,95,106,81
Cc1nnc(N(C)C(=O)c2cccnc2)s1,-14,-4,100,5,-2,105,100,104

# Next section
SMILES,JMJD2C inh,procasp3 activ,LAP4 TOR yeast,AHR activator,procasp7 counter,CR mimetic SO,RPL19A-GFP yeast,MEP2 TOR yeast
CCCCC(=O)N(CCOC)c1nnc(-c2ccc(OC)cc2)s1,3,-2,105,24,-2,99,99,98
COc1ccc(-n2c(=O)c3c4c(sc3n(CC(=O)NCC3CCCO3)c2=O)CCCC4)c(OC)c1 (centres undefined),-15,-9,101,1,-1,110,104,107
CCN1C(c2ccc(F)cc2)=CS/C1=C(\C#N)c1nnc2n1-c1ccccc1SC2,0,-4,88,2,10,79,90,89
Cn1c(C(=O)NCCN2CCOCC2)cc2c(=O)n3ccccc3nc21,11,-2,68[may fluoresce violet],2,2,101,46*[may fluoresce violet],263*[may fluoresce violet]
COc1ccc(C2=NOC3(CC(=O)N(c4ccc(C)cc4)C3=O)C2)cc1 (centres undefined),-1,-6,109,1,5,90,99,106
Cc1cc(=O)oc2c1ccc1ccccc12,-15,-3,94,-2,-6,105,99,94
O=C1CC(N(CCc2ccccc2)C(=S)Nc2cc(Cl)ccc2Cl)C(=O)N1c1c(Cl)cccc1Cl (centres undefined),-2,0,101,4,9,109,98,114
O=C(NC1CCCCC1)[C@@H]1CC=C[C@@H]2CCN(C3CCCCC3)C(=O)[C@@H]21,4,7,100,5,5,106,100,101
COc1ccc(OC)c(/C=N\NC(=O)c2ccc(-c3ccccc3)cc2)c1,3,·,68,·,·,97,106,99
CC(C)C(NC(=O)c1ccc(C(C)(C)C)cc1)C(=O)NCC1(N(C)C)CCCCC1 (centres undefined),3,-11,113,1,4,98,97,107
COc1ccccc1CN1C[C@@H]2C[C@@H](c3ccc(Cl)cc3)N3CCC[C@@]23C1=O,-2,3,97,-1,3,103,98,99
O=C(Nc1ccccc1Oc1ccccc1)c1cc([N+](=O)[O-])ccc1Cl,-10,-8,103,108*,8,94,106,103
O=C(COC(=O)C1CC2C=CC1C2)NCc1ccco1 (centres undefined),3,-1,94,-1,10,94,98,96
Nc1ccccc1SCc1c(Cl)cccc1Cl,7,7,111,50*,4,109,96,98
O=C(NC1CCCC1)c1cc(=O)[nH]c2ccccc12,-7,-11,94,2,-1,102,104,108
C/C(=N/Oc1nc(C)cc(C)n1)c1ccc(F)cc1,18,4,98,8,-3,98,98,98
COc1cccc(C(=O)O/N=C(\C)c2cnccn2)c1,-9,-2,109,2,10,99,90,93
CCN(CC)c1ccc(NC(=O)c2ccccc2F)cc1S(=O)(=O)Nc1ccccc1OC,2,-2,101,26,-12,87,107,103
CCn1cc(CNC(=O)/C=C/c2cnn(C)c2)c(C)n1,-2,5,106,1,1,129,109,101
CSc1ccc(S(=O)(=O)N2CCC(C(=O)N3CCc4ccccc4C3)CC2)cc1,1,7,103,0,3,109,95,94
Cc1cc(OCC(=O)NC(C)C)ccc1Cl,3,-1,107,3,-2,112,108,100
O=C(NCCc1ccc(Cl)cc1)c1ccc(CNc2c(N3CCOCC3)c(=O)c2=O)cc1,1,-1,90,0,-6,97,99,107
COCCN(C/C=C/c1ccccc1)C/C=C/c1ccccc1,-1,-2,93,0,6,102,103,108
CC1=C(C(=O)Nc2ccc(CC(=O)NCc3ccccc3C)cc2)SCCO1,-1,3,111,-1,2,121,107,108
COc1cc(C=NNC(=O)Cn2nc(C)cc2C)ccc1OC(=O)C1CC1,-92,10,85,0,-1,100,105,102
CCOC(=O)COc1cccc2c(=O)n(CC(=O)NCc3ccccc3)ccc12,-2,5,102,0,-6,104,99,101
Cc1cc(OCc2cc(C(=O)NCc3csc(C(C)C)n3)no2)cc(C)c1Cl,2,6,84,0,6,112,95,100
O=S(=O)(c1ccc(F)cc1F)N1CCCN(c2ccc(C(F)(F)F)cn2)CC1,-17,-11,120,-3,3,102,99,109
CCCCNC(=O)C1CCC(CNS(=O)(=O)c2c(C)cc(C)cc2C)CC1 (centres undefined),-12,0,91,1,-18,112,103,106
Cc1cccc(NC(=O)c2ccc3nccnc3c2)n1,-3,-6,107,48*,-1,91,96,99
CCOc1cc(C(=O)Nc2ccc(S(=O)(=O)N3CCCCC3)cc2)ccc1OCC(=O)N1CCOCC1,35,5,108,-1,13,99,98,97
O=[N+]([O-])c1ccc2c(c1N1CCCCC1)=NC1(CCCCC1)[N+]=2[O-],5,-2,93,2,-1,91,99,94
Cc1ccc(NC(=S)N2CCC(NC(=O)C3CCCCC3)CC2)cc1C,-3,4,89,-1,4,101,105,106
CN1CCN(C(=O)C2=C[C@@H](C3CCCCC3)C[C@@H](OCCCCO)O2)CC1,-12,9,·,4,-5,·,·,·
COC(=O)c1ccc2c(c1)NC(=O)C(N1CCCC1)S2 (centres undefined),0,11,101,1,-3,93,102,108
CC(C)(C)OC(=O)[C@H](Cc1ccccc1)NC(=O)c1nc[nH]c1C(=O)N1CCNCC1,-32,0,·,2,0,92,·,·
COc1cc(-c2ccc(NC(C)=O)c(OC)c2)ccc1NC(C)=O,-3,0,112,6,7,120,96,104
Cc1ccc(NC(=O)C2CCN(S(=O)(=O)c3ccc4c(c3)OCCO4)CC2)nc1,-6,-2,110,8,5,109,103,105
Cc1ccc(-n2ncc3c(NCc4ccco4)ncnc32)c(C)c1,8,5,107,1,-1,102,96,95
O=C(Cc1c[nH]c2ccccc12)NC1(C(=O)NC2CCCC2)CCCCC1,5,2,99,6,7,88,104,100
CC(C)OCc1ccc(C(=O)N2CCN(S(=O)(=O)c3ccc(Br)s3)CC2)cc1,2,14,100,1,8,112,109,104
N=C(SC1CC(=O)N(c2ccc(F)cc2)C1=O)N1N=C(c2ccccc2)CC1c1ccccc1 (centres undefined),20,3,98,0,8,104,101,102
CN(C)C(CNC(=O)Cc1ccc([N+](=O)[O-])cc1)c1ccccc1 (centres undefined),·,1,91,1,6,96,98,96
COc1cc(C(=O)NCCc2ccc(F)cc2)c([N+](=O)[O-])cc1OC,3,8,102,-2,7,96,100,105
Cc1cc(Br)cc2c1N(C)C(=O)C2(c1ccc(O)cc1)c1ccc(O)cc1,-15,-1,128,3,-4,106,98,102
NCCc1ccc(O)c(O)c1,-18,-19,93,3,-30,108,98,92
C[C@@H](C(=O)NCc1ccco1)N1C(=O)N2CCc3c([nH]c4ccccc34)[C@@]2(C)C1=O,4,-5,103,2,6,77,96,106
C=CCN(c1ccc(C(=O)N2CCCC2)cc1)S(C)(=O)=O,-3,2,103,0,-4,91,101,110
CC(Oc1ccc(F)cc1)C(=O)Nc1cc(S(=O)(=O)N2CCOCC2)ccc1N1CCN(C)CC1 (centres undefined),4,-3,107,0,-12,101,99,99
Cc1ccc(NC(=O)Nc2nnc(Cc3ccc([N+](=O)[O-])cc3)s2)cc1,-9,-1,99,11,10,86,104,105

# (next part)
SMILES,JMJD2C inh,procasp3 activ,LAP4 TOR yeast,AHR activator,procasp7 counter,CR mimetic SO,RPL19A-GFP yeast,MEP2 TOR yeast
Cc1cc(C)nc(SCc2cc(=O)c(OC(=O)c3cc([N+](=O)[O-])ccc3Cl)co2)n1,1,-2,103,2,-5,111,97,91
COC(=O)C1CCN(c2ccc(Cl)nn2)CC1,4,-1,102,4,-3,88,93,93
CC(C)(C)c1ccc(C(=O)N2CCNCC2)cc1,-11,3,89,-2,-4,106,93,93
CCOc1ccc2nc(SCC(=O)NC(=O)NCc3ccco3)sc2c1,-1,-3,128,4,-1,94,101,152
O=c1[nH]c(/C(=N\O)c2ccccc2)no1,0,1,126,2,0,107,100,91
C[N+]1(CC(=O)OCCCc2ccccc2)CCCC1,4,2,93,-2,-6,102,106,107
CCOC(=O)c1nn(-c2ccccc2C)c(=O)cc1OCC(=O)N1CCN(c2ccccc2)CC1,3,-2,108,0,1,82,101,105
COCCn1c(SCC(=O)Nc2cc(C(C)(C)C)nn2-c2ccccc2)nc2ccccc2c1=O,32,7,91,-3,0,104,109,80
COc1ccc(NC(=O)c2cc(S(=O)(=O)N3CCS(=O)(=O)CC3)ccc2Cl)cc1,-2,-5,91,2,10,83,87,109
CC(=O)O/N=C(\N)c1cnn2c(C(F)(F)F)cc(C(F)(F)F)nc12,5,4,110,0,5,135,101,104
CC(C)(C)NC(=O)NC(=O)CSc1nncs1,1,6,92,3,3,89,99,106
CCOC(=O)c1[nH]c2ccc(OC)cc2c1NC(C)=O,-8,-2,95,3,1,100,90,90
Cc1cccc2cc(C(c3nnnn3Cc3ccccc3)N3CCN(c4ccccc4)CC3)c(=O)[nH]c12 (centres undefined),-26&-1,-1,88,11,-7,95,86,95
CC(NC(=O)c1ccco1)C(=O)N1CC=C(c2ccccc2)CC1 (centres undefined),10,-7,106,0,11,71,103,101
C/C(=C\C(=O)OCC(=O)NCc1ccccc1)C(=O)OCC(=O)NCc1ccccc1,-2,-4,98,-2,-6,88,110,101
